SR-BI DiI-HDL act = enhances SR-BI lipid uptake from DiI-HDL; CHO ldlA[mSR-BI] cells, DiI-HDL uptake fluorescence, 3 h; 100 = double the neutral-control signal; hit rate 0.096% among 320,000; activation, % at 12.5 µM;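 active = mean replicate activation of at least 60% and every replicate at or above 60%; inconclusive = mean or all-replicate condition met, but not both; inactive = mean below 60% and not all replicates reaching 60%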;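 also: 0% = median plate neutral-control signal and 100% = twice that signal; values of inactives mirror those of a sister screen read the other way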
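system = CHO ldlA[mSR-BI] cells, LDL receptor-null, SR-BI overexpressing | medium = Ham's F12 with 0.5% BSA, HEPES 25 mM, pH 7.4 | probe or stimulus = DiI-HDL 10 µg/mL | compound dosing = single-point compound dose | incubation = compound exposure 3 h, 37 °C | technique = DiI fluorescence, bottom read | read-out = cell-associated DiI fluorescence as measure of HDL uptake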
Arrestin-AP2 inh = inhibitors of human beta-arrestin and AP2 interaction; FITC-arrestin peptide / GST-AP2 beads, flow cytometry; AP2 beta2 appendage carries R879A mutation; AID 504490; hit rate 0.31% among 340,000; inhibition, % at 10 µM;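 active = inhibition above a set limit, near 3 SD of compounds lacking own fluorescence, cut at about 54% in these data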;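 also: plate controls were DMSO wells for no effect and 5 µM unlabelled arrestin peptide for full effect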
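Measured by: flow cytometry, FL1 (488/535 nm); Material: AP2 appendage R879A on GSH beads; Evaluation: percent response; Timing: pre-incubation 12 min, peptide binding 1 h, room temperature; Also added: 50 nM FITC-arrestin peptide; Medium: PBS with 0.05% Tween 20 and 0.1% BSA.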
DAGLB inhibitor = blocks human DAGLB lipase activity | Q8NCG7 | HEK293T DAGLB membrane lysate, EnzChek fluorogenic substrate | inhibition, % at 5.17 µM | hit rate 0.059% among 340,000 | AID 504411; in the data active = inhibition above about 34%;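 also: 0% = enzyme with vehicle and 100% = wells lacking enzyme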
Keap1-Nrf2 PPI = disrupts human Keap1 binding to Nrf2 peptide; Keap1 Kelch-Nrf2 peptide fluorescence polarization, 1536-well; inhibition, % at 9.4 µM; hit rate 0.15% among 340,000; in the data active = inhibition above about 12%; inconclusive = no clear call, values can overlap the other calls; inactive = below about 7.3%;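 also: human Keap1 Kelch domain with fluorescein labeled Nrf2 9mer peptide probe; 0% = neutral control wells and 100% = peptide positive control; higher means more block of Keap1 binding to Nrf2 peptide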
Target sequence (Q14145 whole entry, looked up, the tested form may be a part): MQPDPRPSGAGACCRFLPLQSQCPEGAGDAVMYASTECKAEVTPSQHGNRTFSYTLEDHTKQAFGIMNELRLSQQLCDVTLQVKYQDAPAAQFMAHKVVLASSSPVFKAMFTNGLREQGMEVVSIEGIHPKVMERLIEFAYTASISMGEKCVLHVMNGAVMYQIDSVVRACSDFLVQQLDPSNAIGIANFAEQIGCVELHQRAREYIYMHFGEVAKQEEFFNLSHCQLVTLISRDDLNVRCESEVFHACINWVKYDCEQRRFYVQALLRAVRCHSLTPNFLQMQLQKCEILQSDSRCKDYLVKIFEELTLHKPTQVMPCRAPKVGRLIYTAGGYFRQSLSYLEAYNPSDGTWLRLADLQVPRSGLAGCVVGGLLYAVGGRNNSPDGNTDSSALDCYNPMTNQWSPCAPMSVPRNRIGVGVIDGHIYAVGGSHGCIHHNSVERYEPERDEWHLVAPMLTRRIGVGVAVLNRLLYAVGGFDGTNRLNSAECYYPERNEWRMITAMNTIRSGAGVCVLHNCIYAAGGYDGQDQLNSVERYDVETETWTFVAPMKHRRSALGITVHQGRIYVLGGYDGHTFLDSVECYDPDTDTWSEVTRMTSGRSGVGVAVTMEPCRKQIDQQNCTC
Cardiac RTF inh = cardiac RTF calcium desensitization | AID 493244 | hit rate 0.12% among 340,000 | inhibition, % at 7.15 µM | IANBD-labeled cardiac RTF, Ca2+ fluorescence;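 active = inhibition above the mean inhibition of all tested compounds plus 3 SD, cut at about 17% in these data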;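 also: assay run at fixed EC70 calcium of 1.6 mM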
NSD2 inh = blocks human histone methyltransferase NSD2 | O96028 | NSD2 peptide methylation, AlphaScreen, 120 min | inhibition, % at 12.5 µM | hit rate 0.54% among 310,000; in the data active = inhibition above about 50%
PvdQ acylase = blocks Pseudomonas aeruginosa PvdQ acylase activity; purified PvdQ acylase, fluorescence plate reader; inhibition, % at 10 µM; hit rate 0.063% among 340,000; in the data active = inhibition above about 30%, passing the limit was not always enough; inconclusive = no clear call, values can overlap the other calls;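 also: 0% = vehicle neutral wells and 100% = reference inhibitor wells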
LANA DNA inh = KSHV C-LANA DNA binding inhibition; MBP-C-LANA/FAM-LBS DNA binding, fluorescence polarization; inhibition, % at 9 µM; hit rate 0.078% among 340,000;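 active = highest replicate inhibition at or above 60% at 9 µM, even if other replicates fall short; inactive = all replicates below 60% inhibition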;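 also: 0% = neutral control wells and 100% = 4 µM acridine orange control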
PKA-R2B activ = activators of human PKA-R2B complex; P22694+P31323; PKA-R2B holoenzyme dissociation, Cy5-IP20 fluorescence polarization; R2B truncated from residue 108, S112A mutant; 0% DMSO only, 100% 113 µM cGMP; activation, % at 11.4 µM; hit rate 0.079% among 340,000; AID 504700;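 active = activation above a cutoff set at the mean over all compounds plus 3 SD, cut at about 18% in these data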;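 also: higher means more holoenzyme dissociation and a rise in polarization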
SR-BI DiI inh = blocks mouse SR-BI lipid uptake from DiI-HDL; ldlA[mSR-BI] CHO cells, DiI-HDL uptake fluorescence, 3 h; inhibition, % at 12.5 µM; hit rate 0.96% among 320,000; AID 488896; Q61009;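 active = mean replicate inhibition of at least 70% and a set share of replicates each scoring 70 or more; inconclusive = meets just one of the two criteria; inactive = fails both criteria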;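 also: 0% = median of neutral control wells and 100% = median of positive control wells; values of inactives mirror those of a sister screen read the other way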
Target sequence (Q61009 whole entry, looked up): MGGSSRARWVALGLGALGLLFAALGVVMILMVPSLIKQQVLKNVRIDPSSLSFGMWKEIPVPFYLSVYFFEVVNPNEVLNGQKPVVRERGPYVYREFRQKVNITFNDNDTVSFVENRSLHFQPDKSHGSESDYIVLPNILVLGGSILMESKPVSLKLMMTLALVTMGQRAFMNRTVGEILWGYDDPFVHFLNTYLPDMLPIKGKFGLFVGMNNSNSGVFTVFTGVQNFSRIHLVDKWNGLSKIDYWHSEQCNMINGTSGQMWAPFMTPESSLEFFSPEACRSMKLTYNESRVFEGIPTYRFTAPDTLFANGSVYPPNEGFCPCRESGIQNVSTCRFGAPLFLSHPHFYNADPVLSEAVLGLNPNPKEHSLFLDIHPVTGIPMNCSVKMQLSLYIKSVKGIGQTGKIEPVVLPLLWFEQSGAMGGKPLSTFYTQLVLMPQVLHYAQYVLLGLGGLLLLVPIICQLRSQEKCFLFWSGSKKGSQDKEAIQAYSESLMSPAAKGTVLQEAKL
* hit, by the source's call; u = inconclusive; x = not tested or not shown. No enrichment for hits; any-hit rate near 2.1%.

Screens in order – SR-BI DiI-HDL act	Arrestin-AP2 inh	DAGLB inhibitor	Keap1-Nrf2 PPI	Cardiac RTF inh	NSD2 inh	PvdQ acylase	LANA DNA inh	PKA-R2B activ	SR-BI DiI inh
> CC1=C(C)CC(C(=O)c2ccccc2)C(C(=O)O)C1 (centres undefined)
→ -5	7	1	1	-2	-29	3	-2.1	6	5
> CN(C)c1ccc(P(=O)(OCc2ccccc2)C(O)c2ccccc2F)cc1 (centres undefined)
→ 10	-1	-1	-4	-6	-1	-11	-1.1	2	-10
> CCOC(=O)C(NCc1ccccc1OC)(NC(=O)CC)C(F)(F)F (centres undefined)
→ 0	7	0	0	-4	0	-15	-1.4	-10	0
> O=C(O)CC1C(=O)OCN1C(=O)OCc1ccccc1 (centres undefined)
→ 8	8	2	-7	8	-1	8	0.2	1	-8
> CCOC(=O)c1cnc2c(c(C)nn2C)c1Oc1ccc(Cl)cc1
→ 7	0	-11	-5	-8	-7	-9	-0.6	-4	-7
> CC1(c2ccc(OC(F)F)cc2)NC(=O)N(CC(=O)NC2CCCC2)C1=O (centres undefined)
→ 23	21	-1	3	-1	0	8	-0.8	-2	-23
> Cc1c(NC(=O)CNCc2ccc3c(c2)OCO3)c(=O)n(-c2ccccc2)n1C
→ 27	0	1	-1	4	0	-4	-0.2	0	-27
> C/C(=N\NC(=S)NCc1ccccc1)c1ccc2ccccc2c1
→ -19	3	-8	-8	-3	-2	-23	-2.2	-5	19
> Cc1nc(SCC(=O)Nc2ccc(OCc3ccccc3)cc2)n[nH]1
→ -26	-8	1	-3	1	-2	-11	-0.7	-4	26
> Cc1cc(NC(=O)CSc2nc3c(sc4ccccc43)c(=O)n2CCc2ccccc2)n[nH]1
→ -15	6	-1	-1	-1	-1	-4	-0.5	-3	15
> CC(=O)c1cccc(-n2c(CCC(=O)O)ccc2-c2cccs2)c1
→ -7	4	1	0	-4	3	-10	2.9	0	7
> CCCOc1ccc(N2C(=O)CC(N(Cc3ccc(S(N)(=O)=O)cc3)C(=O)CC)C2=O)cc1 (centres undefined)
→ 14	5	-2	0	0	-2	5	0.4	-4	-14
> O=C(Cn1c2[n+](c3ccccc31)CC(O)CS2)c1ccccc1 (centres undefined)
→ 30	-15	-1	3	-10	-1	-9	-1.8	1	-30
> COc1cc(/C=C/c2cccc[n+]2C)ccc1OCC(=O)Nc1ccccc1C
→ 6	-10	0	-1	4	131*	-11	0.6	-3	-6
> COc1cccc(CNC(=O)Cn2nc(C)c3c(C)n(-c4ccc(C)cc4)nc3c2=O)c1OC
→ 2	36	0	u	-3	-4	1	5.2	-9	-2
> COc1ccc(NC(=O)NS(=O)(=O)c2ccc(C)cc2)cn1
→ 3	11	-51	77*	-491	x	13	104*	2	-3
> CCc1cc(C(=O)NNC(=S)NC(C)c2ccccc2)cs1 (centres undefined)
→ 13	20	-1	-6	-1	8	10	0.1	4	-13
> N#Cc1cc(C#N)c(SCC(=O)N2CC(=O)Nc3ccccc32)nc1N
→ -34	23	0	-2	-6	11	3	0.5	-3	34
> Cc1cc(Br)ccc1OCCN1CCCC1
→ 1	7	0	-4	1	5	3	0.1	-9	-1
> CCNc1nc(Oc2ccc(C(=O)OCC)cc2)nc(SC)n1
→ -12	11	-6	-2	-7	-2	-6	0.9	-8	12
> COc1ccc(CCNC(=O)C2CC(=O)N(CCc3ccccc3)C2)cc1OC (centres undefined)
→ 4	7	1	-2	3	0	-2	0.2	1	-4
> Cc1ccc(CNC(=O)CCSCc2ccccc2F)cc1
→ 13	-10	-14	-6	1	-5	-11	-3.4	-6	-13
> CCOCCOC(=O)COC(=O)c1ccccc1NC(=O)c1ccccc1
→ 20	8	-9	0	3	-4	-13	0.4	-5	-20
> O=c1c2ccccc2nc(SCc2nnc(-c3ccccc3)o2)n1-c1ccc(F)cc1F
→ 21	2	-3	2	-4	1	-15	3.7	3	-21
> Cc1sc(NC(=O)CSc2ncn(-c3ccccc3)n2)nc1-c1ccccc1
→ 4	33	-8	1	-3	0	5	-1.5	-4	-4
> O=C(c1ccnc(Cl)c1)N1CCCC(Nc2ccc(F)cc2)C1 (centres undefined)
→ 9	39	1	3	-5	0	0	1.8	4	-9
> Cc1cc(C)nc(N2CCN(C(=O)CCC(=O)Nc3nnc(CC(C)C)s3)CC2)n1
→ -1	16	3	5	-4	-1	-11	1.7	-1	1
> COc1ccccc1CNC(=O)c1cc(-c2ccccc2C)nn1CC1CC(c2cccnc2)=NO1 (centres undefined)
→ -21	31	-3	0	1	x	0	-0.3	-4	21
> CCc1ccccc1S(=O)(=O)Cc1ccc(C(=O)NCCc2ccccc2)o1
→ -17	8	1	-3	-4	-7	-14	-0.4	0	17
> COc1ccccc1NC(=O)Cn1ncc2c1-c1ccccc1OC2
→ 22	25	-1	-7	-4	x	-9	-1.0	1	-22
> O=C(Cn1nc(-c2ccccc2)ccc1=O)NCCN1CCN(Cc2ccccc2)CC1
→ 23	-1	1	3	2	4	-5	-2.1	-10	-23
> O=C(c1cc(COc2ccc(F)cc2F)on1)N1CCSCC1
→ 15	17	-1	3	-2	x	3	0.8	-8	-15
> COc1ccc(N2CCN(C(=O)Nc3ccccc3Cl)CC2)cc1
→ -5	3	1	-3	-8	2	-8	-1.5	9	5
> CC(C)NC(=O)C(c1ccc(F)cc1)N(C(=O)CCC(=O)Nc1ccccn1)C1CCCCC1 (centres undefined)
→ 7	5	-1	0	-6	-2	7	9.0	-16	-7
> O=C(COC(=O)c1cccc(F)c1)Nc1ccc2c(c1)OCCO2
→ 3	22	-8	-2	-11	-4	2	-1.8	0	-3
> CC(C)Cn1c(SCC(=O)O)nnc1-c1cccc(S(=O)(=O)N2CCOCC2)c1
→ x	-10	-1	-3	7	1	-6	-0.5	4	-27
> COc1ccc(S(=O)(=O)N2CCOCC2)cc1NC(=O)COC(=O)CCS(=O)(=O)c1ccc(C)cc1
→ 21	-4	0	-5	-1	1	-9	0.5	-8	-21
> O=C(Cn1ccc2ccccc2c1=O)NCCC(=O)Nc1cccc(Cl)c1
→ 3	-1	1	4	-1	x	-7	-0.8	-3	-3
> COC(=O)[C@H](CC(C)C)NS(=O)(=O)N(Cc1ccccc1)[C@@H](CC(C)C)C(=O)OC
→ -17	0	-9	2	14	x	-3	-1.0	1	17
> COc1ccc(N2CCN(S(=O)(=O)c3cc(Br)cnc3N)CC2)cc1
→ 7	7	0	-1	-9	-2	8	-0.5	-4	-7
> O=C(/C=C/c1cc([N+](=O)[O-])ccc1OC(F)F)NCc1ccc(F)cc1
→ -29	7	-1	-1	-1	-5	-6	0.2	-4	29
> CCOC(=O)c1cnc2c(-c3ccc(Cl)cc3)cnn2c1C
→ 3	9	-4	-3	-12	-1	-14	1.6	8	-3
> Cc1cccc(-c2nnc(SC(C)C(=O)N3CCOCC3)o2)c1 (centres undefined)
→ 23	-11	-2	1	-12	0	-6	-0.4	11	-23
> O=C(NC1C2CC3CC(C2)CC1C3)c1ccc2c(c1)OCO2 (centres undefined)
→ 14	16	-2	-1	-7	-1	0	1.8	2	-14
> O=c1c2c3nc4ccccc4nc3n(CCN3CCOCC3)c2ncn1CCN1CCOCC1
→ 3	-3	1	1	-3	9	9	-0.7	-9	-3
> Cc1c(C)c(C)c(C(=O)C2CCN(c3ccc([N+](=O)[O-])cn3)CC2)c(C)c1C
→ -12	-17	1	-4	-1	-3	-11	-3.0	-9	12
> O=C(NCC(c1ccco1)N1CCCCC1)c1ccc2c(c1)S(=O)(=O)c1ccccc1C2=O (centres undefined)
→ -8	-27	3	3	-12	5	-7	3.6	-2	8
> O=c1c2sccc2nc(SCc2cc(=O)n3ccccc3n2)n1-c1ccc(Br)cc1
→ -2	11	-1	-3	-6	-2	-13	-1.4	-2	2
> COc1cc(C(O)c2nc3ccccc3n2C(C)C)cc(OC)c1OC (centres undefined)
→ 11	0	-1	-1	-8	-3	3	-0.5	10	-11
> CC(C)C(=O)Nc1cccnc1
→ 17	20	-2	-5	-6	-1	-5	-0.2	-5	-17
> Cc1oc(/C=N/NS(=O)(=O)c2ccccc2)cc1Br
→ 24	11	2	-1	-9	2	-7	0.4	-6	-24
> COCCC(C(=O)Oc1c(C(C)(C)C)cc(C)cc1C(C)(C)C)c1ccccc1 (centres undefined)
→ 0	6	-9	-6	3	x	-8	0.6	-5	0
> C[C@H](CO)N1C[C@H](C)[C@@H](CN(C)CC2CC2)Oc2c(NS(=O)(=O)c3ccc(F)cc3)cccc2C1=O
→ 19	14	-2	-3	-8	x	9	-1.9	8	-19
> Cn1c(CSCc2ccc(Cl)cc2)n[nH]c1=S
→ -16	10	1	-1	-5	-2	-2	1.0	-6	16
> CCCc1cc(C(=O)N2CCCN(C)CC2)cs1
→ -5	-15	-2	-4	1	3	-9	0.1	-5	5
> O=C1CCC([N+](=O)[O-])C(c2ccccc2C(F)(F)F)N1 (centres undefined)
→ 11	-27	-1	2	-8	2	-7	-1.3	-6	-11
> CCC1(c2ccccc2)NC(=O)N(C)C1=O (centres undefined)
→ 17	-1	2	3	11	x	2	2.5	10	-17
> COc1ccc(C(=O)NC(C(=O)NCc2ccccc2OC)C(C)C)cc1 (centres undefined)
→ -1	8	-3	-6	0	-2	-13	2.9	-4	1
> CCOc1ccccc1NC(=O)CN1CCCCCC1
→ -19	-8	-4	1	-2	4	-6	2.2	-5	19
> Cc1cccc(-c2nc(C#N)c(NC3CCCCC3)o2)c1
→ -16	0	-7	-2	0	0	-6	-0.5	-11	16
> O=C(CSc1ccc(-c2ccccn2)nn1)Nc1ccc(F)cc1F
→ -1	14	0	3	-9	-2	-7	0.0	4	1
> O=C(CN(Cc1ccc(F)cc1)C(=O)CCC(=O)Nc1ccccn1)NCc1ccc(F)cc1
→ x	28	-1	-1	-15	16	7	-2.1	-2	x
> COc1cc(C(C(=O)NC(C)(C)C)N(Cc2ccc3c(c2)OCO3)C(=O)c2cnccn2)cc(OC)c1OC (centres undefined)
→ 28	3	1	-4	-3	-1	-1	0.9	0	-28

Three compounds from above, ordered by SMILES length, highest first.
Screens in order – SR-BI DiI-HDL act	Arrestin-AP2 inh	DAGLB inhibitor	Keap1-Nrf2 PPI	Cardiac RTF inh	NSD2 inh	PvdQ acylase	LANA DNA inh	PKA-R2B activ	SR-BI DiI inh
> O=C(CN(Cc1ccc(F)cc1)C(=O)CCC(=O)Nc1ccccn1)NCc1ccc(F)cc1
→ x	28	-1	-1	-15	16	7	-2.1	-2	x
> Cc1cc(C)nc(N2CCN(C(=O)CCC(=O)Nc3nnc(CC(C)C)s3)CC2)n1
→ -1	16	3	5	-4	-1	-11	1.7	-1	1
> COCCC(C(=O)Oc1c(C(C)(C)C)cc(C)cc1C(C)(C)C)c1ccccc1 (centres undefined)
→ 0	6	-9	-6	3	x	-8	0.6	-5	0

High-throughput results deposited in PubChem by several laboratories.
